AGP1-GFP MLPCN = modulators of TOR pathway AGP1-GFP in S. cerevisiae; S. cerevisiae AGP1-GFP multiplex flow cytometry, 3 h; GFP as percent of DMSO wells; GFP response vs DMSO, % at 10 µM; actives 0.02% (n = 320,000); AID 2066;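 active = GFP response relative to DMSO above a set limit, near screen average plus 3 SD, cut at about 150% in these data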;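 note: median GFP channel fluorescence of the gated AGP1 strain per well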
Yeast superoxide = caloric restriction mimetics inhibiting age-related superoxide in yeast; S. cerevisiae aged cells, superoxide DHE fluorescence; hits give low values; superoxide response (% of plate mean), % at 10 µM; actives 0.18% (n = 330,000);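 active = superoxide response under a set limit, about three screen SD below normal, cut at about 65% in these data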;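 note: yeast aged for seven days with compound at 30 °C before DHE staining; 100% = average MFI of all compound-treated wells on the plate with controls excluded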
Bcl-xL primary = inhibitors of human Bcl-xL; Q07817; GST-Bcl-xL / FITC-Bim BH3 peptide fluorescence polarization; inhibition, % at 10.9 µM; actives 0.7% (n = 320,000); AID 2129;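 active = inhibition above the mean of all tested compounds plus 3 SD, cutoff set per campaign, cut at about 30% in these data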;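 note: 0% = DMSO wells and 100% = unlabeled Bim-BH3 peptide competitor; inhibitors lower millipolarization by displacing the labeled peptide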
Target sequence (Q07817 whole entry, looked up): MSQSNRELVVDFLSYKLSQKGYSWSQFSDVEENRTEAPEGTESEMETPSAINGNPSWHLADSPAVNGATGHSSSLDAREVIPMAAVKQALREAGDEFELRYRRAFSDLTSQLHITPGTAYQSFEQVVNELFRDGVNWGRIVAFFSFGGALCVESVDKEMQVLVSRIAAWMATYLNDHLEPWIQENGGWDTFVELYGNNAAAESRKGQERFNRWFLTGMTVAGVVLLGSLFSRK
MCL1 BIM primary = MCL1-BIM-BH3 interaction inhibition (human) | actives 0.68% (n = 320,000) | inhibition, % at 10.9 µM | Q07820 | GST-MCL1 / FITC-Bim-BH3 fluorescence polarization;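 active = inhibition above the mean inhibition of all tested compounds plus 3 SD, set per campaign, cut at about 40% in these data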;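 note: 0% = DMSO wells and 100% = unlabeled Bim-BH3 peptide control; higher means more loss of mP so more displacement of Bim peptide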
GRK2 aptamer HTS = human GRK2 inhibition via aptamer displacement | P25098 | bead flow cytometry, FAM-aptamer displacement from GRK2 | inhibition of aptamer binding, % at 10 µM | actives 0.59% (n = 330,000) | AID 488847;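 active = inhibition of aptamer binding above 40%, roughly 3 SD of noise, on plates passing a quality check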;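 note: median bead fluorescence of bound FAM aptamer so fluorescent compounds give negative values; no value below 0 was filed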
Target sequence (P25098 whole entry, looked up): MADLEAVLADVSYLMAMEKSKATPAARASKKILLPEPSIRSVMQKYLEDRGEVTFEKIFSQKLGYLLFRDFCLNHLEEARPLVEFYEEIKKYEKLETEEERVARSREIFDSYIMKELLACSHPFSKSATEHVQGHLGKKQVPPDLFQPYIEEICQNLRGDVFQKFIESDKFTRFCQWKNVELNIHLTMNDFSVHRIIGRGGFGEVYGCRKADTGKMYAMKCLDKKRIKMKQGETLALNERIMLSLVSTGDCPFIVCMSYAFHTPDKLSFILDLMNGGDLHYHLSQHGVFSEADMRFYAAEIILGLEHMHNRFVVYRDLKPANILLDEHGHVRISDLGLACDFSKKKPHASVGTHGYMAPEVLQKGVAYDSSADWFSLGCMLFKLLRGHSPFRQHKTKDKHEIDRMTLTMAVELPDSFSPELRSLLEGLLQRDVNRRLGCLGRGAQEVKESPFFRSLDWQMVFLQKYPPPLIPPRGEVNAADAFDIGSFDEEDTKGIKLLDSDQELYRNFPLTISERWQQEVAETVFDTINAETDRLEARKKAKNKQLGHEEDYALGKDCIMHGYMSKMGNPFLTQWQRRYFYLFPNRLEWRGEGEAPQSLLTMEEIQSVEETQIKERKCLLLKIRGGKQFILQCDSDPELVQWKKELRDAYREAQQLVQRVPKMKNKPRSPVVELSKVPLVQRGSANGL
CIT2-GFP yeast = modulators of TOR pathway CIT2-GFP in S. cerevisiae; S. cerevisiae CIT2-GFP strain, flow cytometry, 3 h; 100 means same as DMSO wells; GFP response vs DMSO, % at 10 µM; actives 0.065% (n = 320,000); AID 2029;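 active = GFP response relative to DMSO above a set limit, near the screen mean plus 3 SD, cut at about 150% in these data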;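 note: ratio of well median GFP fluorescence to mean of DMSO wells on the plate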
MEX-5 binding = C. elegans MEX-5 TCR-2 RNA binding activity; MEX-5/FITC-TCR2 RNA binding, fluorescence polarization; hits give low values; AID 1832; actives 0.38% (n = 300,000); Q9XUB2; activity score (negative = inhibition of binding), % at 10 µM;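 active = inhibition past about -25% in most replicates, and total fluorescence under double the plate's negative control median, limit read from the data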;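 note: 0% = DMSO and -100% = 5 µM competing unlabeled TCR2 RNA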
VLA-4 inh = inhibition in a human VLA-4 binding assay; P13612; VLA-4 expressing cells, ligand binding flow cytometry; inhibition, % (about 7 µM as worked out from the volumes in the protocol); actives 0.2% (n = 330,000); in the data active = inhibition above about 50%
GLD-1 RNA inh = GLD-1-TGE RNA interaction inhibition (C. elegans); Q17339; inhibition, % at 5.96 µM; actives 0.44% (n = 320,000); purified GLD-1 + fluorescein TGE RNA, fluorescence polarization;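 active = percent inhibition above a per-plate cutoff, the plate mean of test compounds plus 3 SD, cut at about 30% in these data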;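 note: 0% = DMSO wells with GLD-1 and probe and 100% = wells lacking GLD-1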
An asterisk follows results filed as active; . = no result given.

item | molecule | AGP1-GFP MLPCN | Yeast superoxide | Bcl-xL primary | MCL1 BIM primary | GRK2 aptamer HTS | CIT2-GFP yeast | MEX-5 binding | VLA-4 inh | GLD-1 RNA inh
1 | CCCCc1ccc(NC(=O)N2CCNC(=O)C2CC(=O)Nc2ccsc2C(=O)OC)cc1 (centres undefined) | 100 | 97 | -1 | 6 | 0 | 86 | 3.7 | 5 | 11
2 | COc1ccc(-n2nnnc2-c2nc3ccccc3s2)cc1 | 99 | 89 | -4 | -7 | 2 | 99 | 0.0 | -12 | 1
3 | Cc1cccc(NC(=O)CN2CCN(C(=O)C3CCCO3)CC2)c1C (centres undefined) | 91 | 98 | -2 | -2 | 0 | 93 | 1.0 | -15 | 4
4 | Fc1ccccc1Nc1nc2ccccc2o1 | 108 | 97 | -1 | -7 | 0 | 117 | -1.4 | 27 | 8
5 | CCC(=O)Nc1cccc(-c2nc3ccc(C)cc3o2)c1 | 94 | 111 | 16 | 11 | 10 | 99 | 0.3 | 7 | 7
6 | Cc1ccc(C(=O)N/C(=C\c2ccco2)C(=O)NCCc2c[nH]c3ccccc23)cc1 | 103 | 120 | 2 | 5 | 0 | 101 | 0.9 | 30 | 5
7 | COc1ccc(/C=N/Nc2nc(C)c([N+](=O)[O-])c(N(C)c3ccccc3)n2)cc1OC | 104 | 98 | 4 | 4 | 8 | 106 | 0.9 | 6 | 0
8 | C=CCN(CC=C)C(=O)C1CCN(Cc2ccc(OCc3ccccc3)cc2)CC1 | 102 | 98 | 3 | 3 | 0 | 104 | -2.4 | 13 | 5
9 | CC1CCCN(C(=O)COC(=O)c2cccc(NS(=O)(=O)c3ccccc3)c2)C1 (centres undefined) | 108 | 86 | 0 | 3 | 4 | 104 | 0.9 | 3 | 0
10 | Cc1cc(C(=O)NC2CCCN(Cc3ccc(Cl)cc3)C2)n(C)n1 (centres undefined) | 109 | 105 | . | . | 0 | 124 | -0.2 | -6 | .
11 | O=C(NCc1ccc(OC(F)(F)F)cc1)c1ccc2c(c1)S(=O)(=O)c1ccccc1C2=O | 99 | 96 | 9 | -7 | 6 | 111 | -0.6 | -16 | -2
12 | Cc1ccc(OCCOCCn2cnc3ccccc3c2=O)cc1C | 103 | 90 | -1 | -6 | 2 | 80 | 1.3 | -6 | 3
13 | COc1ccccc1NS(=O)(=O)c1cc(-c2cnc(C3CC3)o2)ccc1C | 111 | 111 | 3 | -1 | 3 | 110 | -2.4 | 9 | -4
14 | O=C(CSc1nc2ccccc2[nH]1)Nc1ccccc1F | 100 | 104 | -4 | -4 | 13 | 106 | 2.3 | 1 | 4
15 | O=C1/C(=C/c2ccccc2Cl)SC(=S)N1CCCC(=O)N(CCO)c1ccccc1 | 96 | 96 | 4 | 16 | 8 | 101 | -1.1 | 10 | 5
16 | O=C(c1cccc(S(=O)(=O)Nc2ccccc2Cl)c1)N1CCC1 | 102 | 100 | 6 | 2 | 1 | 94 | -0.6 | -2 | -3
17 | Cn1c(SCC(=O)N2CCOCC2)nnc1-c1ccco1 | 101 | 100 | 0 | 7 | 1 | 105 | -16 | -3 | 6
18 | O=C(Nc1ccccc1OC(F)F)c1ccc(S(=O)(=O)N2CCCC2)cc1 | 99 | 111 | 5 | 3 | 5 | 91 | . | 2 | 2
19 | Nc1nc(Nc2cccc(F)c2)nc(N2CCOCC2)c1[N+](=O)[O-] | 97 | 88 | -2 | 2 | 2 | 89 | 1.1 | -2 | 1
20 | CCN=C1SC(CC(=O)NCC)C(=O)N1CC (centres undefined) | 90 | 106 | 3 | 8 | 3 | 84 | 0.2 | 4 | -5
21 | CNCC(C)COc1ccccc1OCc1ccccc1 (centres undefined) | 97 | 107 | 4 | 1 | 0 | 97 | -0.3 | -9 | 0
22 | c1ccc(Cc2cc[n+](Cc3ccccc3)cc2)cc1 | 100 | 106 | 3 | 0 | 0 | 102 | 3.2 | -8 | 3
23 | Nc1ncnc2c1ncn2CCN1CCCCC1 | . | 111 | 7 | 13 | 0 | 116 | 0.8 | 14 | 3
24 | CCc1[nH]c(C(=O)O)c(C)c1C(=O)OC | 94 | 91 | 4 | -1 | 3 | 92 | 0.7 | -3 | -4
25 | CCOC(=O)CC(=O)CSc1nc(C)cc(-c2cccnc2)c1C#N | 90 | 96 | 10 | 11 | 2 | 93 | 2.9 | 4 | -1
26 | CCOc1ccc(C2C3=C(CCCC3=O)N(CC(=O)O)C3=C2C(=O)CCC3)cc1 | 87 | 86 | 7 | 18 | 0 | 66 | -16 | -6 | 9
27 | O=C(Cc1cccs1)Nc1ccc(-c2nnc(-c3ccccc3)o2)cc1 | 85 | 91 | 5 | 5 | 0 | 88 | -3.6 | 15 | -2
28 | CCOC(=O)CC(NC(=O)c1ccccc1)c1ccc(OC)cc1 (centres undefined) | 83 | 104 | 5 | -1 | 0 | 99 | . | -13 | 4
29 | Cc1ccc(C)c(NNC(N)=S)c1 | 99 | 117 | 1 | 4 | 0 | 89 | 0.1 | 19 | -1
30 | Cc1cccc(CC2S/C(=N/c3ccccn3)NC2=O)c1 (centres undefined) | 94 | 90 | 3 | 10 | 10 | 103 | -0.1 | 10 | -1
31 | CN(C)/C=N/NC(=O)C1Cc2c(ccc3ccccc23)O1 (centres undefined) | 100 | 94 | 3 | 3 | 2 | 97 | -1.1 | 9 | -3
32 | CN(CC(=O)NC1CCCC1)S(=O)(=O)c1cnc[nH]1 | 99 | 104 | 7 | 3 | 2 | 102 | -0.9 | 13 | 2
33 | COc1ccc(NC(=O)CS(=O)(=O)c2cn(CC(=O)N3CCOCC3)c3ccccc23)cc1OC | 104 | 105 | 3 | 1 | 0 | 110 | 0.2 | 7 | 2
34 | Cc1cc(N2CCN(c3ccc(F)cc3)CC2)nc(-c2ccccc2)n1 | 95 | 93 | 0 | 24 | 1 | 105 | 0.4 | 21 | 9
35 | Cc1cccc(C)c1OCC(=O)Nc1ncn[nH]1 | 102 | 119 | 0 | 1 | 2 | 104 | -0.9 | 52* | 2
36 | CC(=O)/C(N=Nc1ccc(C(=O)O)cc1)=C(\C)O | 104 | 103 | 3 | 5 | 0 | 90 | -0.4 | -3 | -1
37 | COc1ccccc1C(=O)COC(=O)c1cccc(S(=O)(=O)N2CCCC2)c1 | 83 | 100 | -1 | -6 | 0 | 106 | 0.3 | 11 | -4
38 | CCC1Oc2ccccc2N(CC(=O)NCCCN2CCOCC2)C1=O (centres undefined) | 101 | 101 | 1 | 3 | 0 | 102 | 0.3 | -7 | -2
39 | COc1ccc(/C=N/NC(=O)c2c(Br)cnn2C)c2ccccc12 | 101 | 96 | 4 | 6 | 1 | 96 | -1.0 | -18 | 5
40 | CCCC(=O)Nc1cccn(Cc2ccccc2Br)c1=O | 100 | 101 | 0 | -7 | 3 | 94 | -1.8 | 9 | 0
41 | Fc1cccc(NC(=S)NNc2ccccc2)c1 | 101 | 98 | -2 | 6 | 2 | 98 | 1.2 | 9 | -7
42 | CC(=O)c1ccc(NC(=O)CN2CCC(NC(=O)C3CCCCC3)CC2)cc1 | 105 | 96 | 6 | 1 | 0 | 134 | 1.3 | 6 | 6
43 | CCOc1ccc(C(=O)NCC(=O)OCC(=O)NC2CCCC2)cc1 | 105 | 83 | 3 | -4 | 0 | 98 | -0.2 | 23 | 0
44 | CCN(CC)CCc1c(C)[nH]c(C(=O)OCc2ccccc2)c1C | 84 | 112 | -2 | -13 | 0 | 90 | 6.2 | 10 | -3
45 | Cc1ccc(NC(=O)CS(=O)CC(=O)N(CC(=O)NC2CCCC2)c2ccc3c(c2)OCCO3)cc1 (centres undefined) | 103 | 100 | 9 | 4 | 0 | 89 | 0.9 | 7 | 8
46 | Cn1c(CCN2CCCCC2)nc2cc(NC(=O)C3CCCCC3)ccc21 | 100 | 94 | 1 | 3 | 0 | 103 | 0.2 | 1 | 7
47 | O=c1[nH]c2c(c(=O)n1Cc1ccccc1)CCC2 | 106 | 91 | 2 | 4 | 0 | 96 | 1.2 | 11 | -2
48 | S=C(Nc1ccc2c(c1)OCCO2)Nc1ccccc1Cl | 90 | 75 | . | . | 0 | 99 | . | 4 | .
49 | CC(=O)OCC(=O)Nc1ccccc1OC(F)F | 109 | 93 | -6 | 3 | 0 | 111 | -1.9 | 6 | 5
50 | CC(NC(=O)Nc1cccnc1)(C(F)(F)F)C(F)(F)F | 107 | 94 | -2 | 1 | 1 | 94 | 0.7 | -1 | -3
51 | O=C(Nc1ccccc1)C1=C[C@H](c2coc3ccccc3c2=O)C[C@H](OCc2ccc(CO)cc2)O1 | 99 | 109 | 1 | -8 | 0 | 94 | -1.7 | -11 | 9
52 | CCOc1ccccc1NC(=O)NNS(=O)(=O)c1ccc([N+](=O)[O-])cc1 | 84 | 110 | 2 | 14 | 0 | 91 | -4.4 | 3 | -7
53 | CCCc1nn(C)c2c(=O)[nH]c(-c3cc(S(=O)(=O)N(CCO)CCO)ccc3OCC)nc12 | 103 | 66 | 7 | 3 | 1 | 112 | 0.3 | -8 | 3
54 | CN(C)c1ccc([N+](=O)[O-])cc1C(=O)NCC(c1ccco1)N(C)C (centres undefined) | 100 | 101 | 7 | 7 | 2 | 91 | -0.1 | 12 | 3
55 | COc1cc(OC)c(C(=O)OCC(=O)N2CC(=O)Nc3ccccc32)cc1OC | 82 | 89 | 3 | -4 | 2 | 93 | -2.5 | 8 | 1
56 | Cn1cnnc1SCC(=O)Nc1c(F)cc(F)cc1Br | 100 | 90 | 0 | -3 | 0 | 98 | -1.5 | 9 | -2
57 | CC(=O)Nc1ccc(OC/C=C(\C)Cl)cc1 | 106 | 96 | 10 | 7 | 8 | 98 | -0.8 | 13 | 7

Looked up by compound from the entries so far:
item | molecule | AGP1-GFP MLPCN | Yeast superoxide | Bcl-xL primary | MCL1 BIM primary | GRK2 aptamer HTS | CIT2-GFP yeast | MEX-5 binding | VLA-4 inh | GLD-1 RNA inh
37 | COc1ccccc1C(=O)COC(=O)c1cccc(S(=O)(=O)N2CCCC2)c1 | 83 | 100 | -1 | -6 | 0 | 106 | 0.3 | 11 | -4
27 | O=C(Cc1cccs1)Nc1ccc(-c2nnc(-c3ccccc3)o2)cc1 | 85 | 91 | 5 | 5 | 0 | 88 | -3.6 | 15 | -2
29 | Cc1ccc(C)c(NNC(N)=S)c1 | 99 | 117 | 1 | 4 | 0 | 89 | 0.1 | 19 | -1
41 | Fc1cccc(NC(=S)NNc2ccccc2)c1 | 101 | 98 | -2 | 6 | 2 | 98 | 1.2 | 9 | -7
4 | Fc1ccccc1Nc1nc2ccccc2o1 | 108 | 97 | -1 | -7 | 0 | 117 | -1.4 | 27 | 8
51 | O=C(Nc1ccccc1)C1=C[C@H](c2coc3ccccc3c2=O)C[C@H](OCc2ccc(CO)cc2)O1 | 99 | 109 | 1 | -8 | 0 | 94 | -1.7 | -11 | 9
